SENP6 inh = blocks the human protease SENP6 | Q9GZR1 | Recombinant SENP6 catalytic domain, aminoluciferin luminescence | inhibition, % at 10 µM | actives 1.8% (n = 330,000) | AID 2599;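 active means inhibition above about 50% at the single tested dose, limit read from the data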;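 further: plate controls were DMSO wells with enzyme for no effect and DMSO wells lacking enzyme for full effect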
Target sequence (Q9GZR1 628-1112 limits assumed): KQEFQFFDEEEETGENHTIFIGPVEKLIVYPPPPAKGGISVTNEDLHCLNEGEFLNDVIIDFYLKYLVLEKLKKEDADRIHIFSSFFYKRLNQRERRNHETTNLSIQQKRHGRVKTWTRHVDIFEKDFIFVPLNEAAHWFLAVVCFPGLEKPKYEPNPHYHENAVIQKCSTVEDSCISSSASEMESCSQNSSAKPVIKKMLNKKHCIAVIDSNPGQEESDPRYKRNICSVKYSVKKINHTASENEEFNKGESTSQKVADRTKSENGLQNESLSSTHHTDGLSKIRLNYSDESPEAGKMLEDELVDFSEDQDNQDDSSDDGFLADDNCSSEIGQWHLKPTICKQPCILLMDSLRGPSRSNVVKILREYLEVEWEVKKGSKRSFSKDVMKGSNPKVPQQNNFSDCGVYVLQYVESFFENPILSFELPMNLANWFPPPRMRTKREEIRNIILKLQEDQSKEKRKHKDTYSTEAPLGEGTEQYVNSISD
SENP7 inh = SENP7 protease inhibition. Q9BQF6. recombinant SENP7, Z-RLRGG-aminoluciferin luminescence, 40 min. inhibition, % at 5 µM. actives 1.5% (n = 330,000). AID 434973;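 active means inhibition above about 50% at the single test dose, limit read from the data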;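 further: plate controls were DMSO with enzyme for no effect and no enzyme buffer wells for full effect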
SENP8 block-1 = blocks human SENP8 cleavage of Nedd8 substrate; recombinant SENP8, Nedd8 substrate fluorescence; inhibition, % at 20 µM; actives 0.64% (n = 360,000); AID 602440; in the data active means inhibition mostly above about 40%, no sharp cut-off; inactive means mostly below about 27%
Target sequence (Q96LD8 whole entry, looked up): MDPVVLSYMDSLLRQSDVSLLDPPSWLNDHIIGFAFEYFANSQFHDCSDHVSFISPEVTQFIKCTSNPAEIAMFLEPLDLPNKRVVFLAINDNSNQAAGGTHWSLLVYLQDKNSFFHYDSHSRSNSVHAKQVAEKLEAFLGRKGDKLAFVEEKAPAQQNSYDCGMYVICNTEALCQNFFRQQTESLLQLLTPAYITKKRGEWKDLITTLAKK
PfG6PD inh = PfG6PD (Plasmodium falciparum) enzyme inhibition | PfGluPho enzyme, NADPH resazurin-diaphorase fluorescence | inhibition, % at 20 µM | actives 0.78% (n = 350,000) | AID 504690;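 active means inhibition reaching at least a set limit at 20 µM in the primary screen, cut at about 59% in these data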;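 further: 0% = DMSO wells with substrate and 100% = DMSO wells lacking glucose-6-phosphate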
HKDC1 inh = blocks human hexokinase HKDC1 activity; Q2TB90; recombinant HKDC1, G6PDH/diaphorase resazurin coupled fluorescence; inhibition, % at 20 µM; actives 0.16% (n = 340,000); AID 493160;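 active means inhibition above about 35% when tested at 20 µM, limit read from the data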;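 further: plate controls were DMSO wells with enzyme for no effect and DMSO wells lacking enzyme for full effect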
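Assay system: in-house recombinant HK5 (HKDC1) enzyme. Input: HKDC1 at 5 µg/mL. Medium: Tris pH 8.0 buffer with MgCl2, Tween-20, BSA, BME. Dosing: single 20 µM dose. Schedule: 90 min reaction incubation at room temperature, dark. Signal: resazurin-to-resorufin fluorescence via G6PDH and diaphorase coupling, 525/613 nm. Controls: DMSO-enzyme wells negative, buffer-substituted wells positive.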
Apaf-1 inh = blocks human Apaf-1 apoptosome activity; O14727; reconstituted apoptosome caspase-3 activity, DEVD-Rh110 fluorescence; inhibition, % at 20 µM; actives 0.71% (n = 330,000); AID 489030; active means inhibition of at least 40% at 20 µM;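 further: plate controls were DMSO wells for no effect and DEVD-CHO caspase inhibitor wells for full effect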
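Assay system: Apoptosome proteins | Medium: pH 7.5 Hepes buffer with CHAPS, BSA, DTT | Also added: Cytochrome c and DEVD-Rh110 substrate | Times: 30 min plus 50 min, RT | Detection: Rhodamine 110 fluorescence at Ex 480/Em 540 nm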
SENP1 inh = SENP1 (human) catalytic domain inhibition | actives 0.21% (n = 360,000) | Q9P0U3 | recombinant SENP1 catalytic domain, CyPet-SUMO1-YPet FRET cleavage | inhibition, % at 10 µM;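 active means inhibition at least 30% at 10 µM, raw YFP signal under a set limit, fluorescence ratio 0.5 to 1.5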;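 further: 0% = enzyme with DMSO and 100% = no enzyme wells; some results filed as inactive read as strong as hits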
Target sequence (Q9P0U3 419-644 limits assumed): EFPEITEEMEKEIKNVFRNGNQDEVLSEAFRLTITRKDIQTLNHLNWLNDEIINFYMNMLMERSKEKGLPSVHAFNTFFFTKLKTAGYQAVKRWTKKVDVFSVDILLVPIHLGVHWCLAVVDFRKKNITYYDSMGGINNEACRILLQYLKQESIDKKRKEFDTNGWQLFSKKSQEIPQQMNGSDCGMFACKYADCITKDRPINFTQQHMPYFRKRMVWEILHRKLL
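system = hSENP1 catalytic domain, recombinant | reagent = SFCypet-SUMO1-SFYpet substrate at 25 nM | doses = one dose per compound, 10 µM, 0.5% DMSO | incubation = enzyme reaction for 50 min at room temperature, dark | measured by = FRET, CFP and YFP emission | controls = no-enzyme low, enzyme-DMSO high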
SENP8 block-2 = SENP8 protease inhibition; Q96LD8; purified SENP8, Z-RLRGG-aminoluciferin cleavage, luminescence; inhibition, % at 10 µM; actives 1.2% (n = 330,000); AID 2540; in the data active means inhibition above about 50%
Numbers without * were called inactive; . = no result given.

SMILES,SENP6 inh,SENP7 inh,SENP8 block-1,PfG6PD inh,HKDC1 inh,Apaf-1 inh,SENP1 inh,SENP8 block-2
CCOC(=O)N1CCN(S(=O)(=O)c2cc(Cl)c(OC)cc2Cl)CC1,-4,1,5,-10,-2,0,-2,-2
Cc1occc1C(=O)N/N=C/c1ccc(-c2cccc([N+](=O)[O-])c2)o1,2,0,11,.,.,11,3,-8
CC(=O)c1cccc(N(C(=O)CNC(=O)c2ccco2)C(C(=O)NCC2CCCO2)c2ccccc2)c1 (stereo not drawn),-24,-7,14,-7,-5,0,0,1
Cc1ccc(C(C)C)c(OCC(=O)OCc2c(C)noc2C)c1,8,1,11,7,1,9,0,5
CO/N=C(\c1ccccc1)c1cccnc1,9,-3,23,19,-5,-15,1,-1
COc1cc(OC)cc(C(=O)NCC(=O)OCC(=O)c2cc(OC)ccc2OC)c1,-15,-1,-261,-2,8,9,2,-4
COc1ccccc1S(=O)(=O)c1c(C)cc(C)[nH]c1=O,-13,5,-6,6,-3,-2,0,0
Cc1c(/C=N/NC(=O)CNc2ccccc2)c2ccccn2c1C(=O)c1ccccc1,-18,-11,-64,13,-1,16,0,-19

Other results.
SMILES,SENP6 inh,SENP7 inh,SENP8 block-1,PfG6PD inh,HKDC1 inh,Apaf-1 inh,SENP1 inh,SENP8 block-2
O=c1[nH]c2ccccc2c(O)c1-c1ccccc1,-3,-5,-31,4,-4,-10,1,-7
COC(=O)COc1ccc2oc(=O)cc(C)c2c1,-22,8,-201,7,-7,-1,-1,-16
COc1c(C)cc(Br)cc1C(=O)Nc1cccc(NC(=O)c2ccco2)c1,-2,3,14,18,-1,9,2,0
Cc1cccn2c(=O)c(C=Nc3ccccc3)c(NCCO)nc12,-1,0,-257,13,-7,-12,-6,0
CCn1c(C)nc2cc(NC(=O)Nc3cccc(C(C)=O)c3)ccc21,9,-1,17,2,-2,11,0,1
Cc1csc(=Nc2cccnc2)n1Cc1ccco1,-9,1,6,-1,-2,11,0,-6
O=C(Cn1ncc2c1-c1ccccc1OC2)Nc1ccc(Cl)cn1,-25,2,11,4,7,6,1,-5
COC(=O)[C@H](C)NC(=O)Nc1cc(OC)ccc1OC,-8,-11,8,8,-6,-15,-1,-2

Following part.
SMILES,SENP6 inh,SENP7 inh,SENP8 block-1,PfG6PD inh,HKDC1 inh,Apaf-1 inh,SENP1 inh,SENP8 block-2
CCc1nn2c(=O)cc(COc3ccc(/C=C4\C(=N)N5N=C(CC(C)C)SC5=NC4=O)cc3)nc2s1,9,0,.,-23,22,-4,.,3
CCOc1cc(C(=S)N2CCN(C)CC2)ccc1OCC(=O)N1CCOCC1,-3,1,11,12,-4,-1,3,-3
CCN(CC)CCN(CC(=O)N(C1CCCCC1)C1CCCCC1)C(=O)c1ccco1,5,6,3,-5,-3,-6,-1,-3
COc1ccc(C(=O)N/N=C(\C)c2ccccn2)cc1OC,6,-10,3,-14,-8,0,2,-10
Cc1cc(=O)oc2c(CN3CCCCC3)c(O)ccc12,.,.,-498,-1,-5,.,-128,.
CC(=O)Oc1ccc(-c2cc3ccccc3oc2=O)cc1,-4,3,-457,1,-2,-6,-4,3
COc1ccc(-c2csc(NCCn3c(C)nc4cc(C(F)(F)F)ccc43)n2)cc1,-17,-1,7,18,-3,7,0,2
COc1cc(C(=O)NCC(=O)N/N=C/c2cccc(OC(=O)c3ccco3)c2)cc(OC)c1OC,-12,7,13,2,-10,-12,1,1

More records
SMILES,SENP6 inh,SENP7 inh,SENP8 block-1,PfG6PD inh,HKDC1 inh,Apaf-1 inh,SENP1 inh,SENP8 block-2
CN(C)S(=O)(=O)c1ccc(Cl)c(NC(=O)CN2CCCC2)c1,22,-3,5,15,-6,1,-1,5
CCOC(=O)C1=CN(Cc2cccc(F)c2)S(=O)(=O)N(CC)C1c1ccc(Br)cc1F (stereo not drawn),.,0,8,24,-1,24,0,.
CC(C)OC(=O)c1ccc(NC(=O)c2cccc(-n3cnnn3)c2)cc1,-15,7,2,-2,1,18,-1,-2
O=C(CSc1nc2cc([N+](=O)[O-])ccc2n1-c1ccc(F)cc1)NC1CCS(=O)(=O)C1 (stereo not drawn),-17,-7,14,4,-4,15,1,-10
Cc1cccc(NC(=O)C2CCN(S(=O)(=O)c3ccc4c(c3)OCCCO4)CC2)n1,1,5,13,-15,0,7,0,0
Cc1cc(C(=O)COC(=O)c2nc3nccc(C)n3n2)c(C)n1CC1CCCO1 (stereo not drawn),-10,-3,19,-4,-12,-5,-1,-3
CCOC(=O)N1CCN(Cc2c(F)cccc2F)CC1,-8,-4,15,-17,-9,3,-1,-6
CSc1nc(-c2ccc(Cl)cc2)nn1S(=O)(=O)c1ccc(Cl)cc1,-30,-3,11,9,-5,3,0,-12

(continued)
SMILES,SENP6 inh,SENP7 inh,SENP8 block-1,PfG6PD inh,HKDC1 inh,Apaf-1 inh,SENP1 inh,SENP8 block-2
COc1cccc(C(=O)Nc2nnc(CCS(=O)(=O)c3ccc(C)cc3)s2)c1,-5,-3,13,-9,0,5,0,2
CCCCN(C(=O)c1cc(S(=O)(=O)N2CCCCCC2)ccc1OC)c1c(N)n(CCC)c(=O)[nH]c1=O,-14,-12,-6,-8,-8,1,3,-13
C=CC[n+]1c(-c2ccc(OC)c(OC)c2)csc1NNC(=O)Nc1ccccc1,-3,-1,4,3,3,10,-4,2
COc1cccc2c1cc1c(=O)n(CC(=O)NCCCc3ccccc3)nc(C)n12,-2,-6,-294,-3,1,3,-3,2
N#Cc1c(SCC(=O)Nc2nccs2)sc2c(O)cc(=O)[nH]c12,17,4,-20,43,6,8,-16,12
Cc1nn(Cc2c(Cl)cccc2Cl)c(C)c1NC(=O)c1cc(C(C)C)on1,-10,-18,8,-25,0,17,0,-9
COc1ccc(C(CCN2CCCC(C)C2)c2c(OC)cc(OC)c3c(C)cc(=O)oc23)cc1 (stereo not drawn),-12,-2,-494,7,-7,20,1,-6
Cc1ccc(C)c(N2CCN(C(=O)CSc3ccsc3[N+](=O)[O-])CC2)c1,8,0,17,-14,18,16,1,0

(list continues)
SMILES,SENP6 inh,SENP7 inh,SENP8 block-1,PfG6PD inh,HKDC1 inh,Apaf-1 inh,SENP1 inh,SENP8 block-2
N#Cc1ccc(CSc2ccc(S(=O)(=O)N3CCCCCC3)cn2)cc1,-1,-4,10,17,-2,6,0,7
CC1=CN(S(=O)(=O)c2ccc(C)cc2)C[C@@H]2[C@H]3CC[C@H](C3)[C@H]12,.,-3,2,2,10,17,0,.
COc1cccc(C2/C(=C(/O)c3ccc4c(c3)CC(C)O4)C(=O)C(=O)N2c2nnc(C)s2)c1 (stereo not drawn),-9,4,-165,-4,3,4,1,2
O=C(OCc1cccc([N+](=O)[O-])c1)c1cccnc1,3,12,6,10,-9,6,0,-1
COC(=O)c1cc(COC(=O)COc2ccc(C)c(C)c2)oc1C,29,-9,6,-22,4,19,2,9
COc1ccccc1-c1nnc(SC)n1C,-6,7,3,-10,-2,5,1,-1
C[C@H](NS(=O)(=O)c1ccc(F)cc1)C(=O)OCC(=O)c1c(N)n(C)c(=O)n(C)c1=O,11,0,13,-11,1,-2,-1,4
O=C(Nc1ccc([N+](=O)[O-])cc1)c1ccc(S(=O)(=O)N2CCCC2)cc1,4,-11,8,3,-5,-5,2,-3

More records.
SMILES,SENP6 inh,SENP7 inh,SENP8 block-1,PfG6PD inh,HKDC1 inh,Apaf-1 inh,SENP1 inh,SENP8 block-2
CN(C)CCCNC(=O)c1cc(Br)ccc1O,6,-5,-330,18,-2,-23,2,6
CC(C)N1C(=S)SC(C)(C)C1n1oc(=O)n(-c2ccc(Cl)c(Cl)c2)c1=O (stereo not drawn),-9,-12,15,5,5,27,0,-6
c1ccc2c(c1)C(=NCC1CCCO1)NC2=NCC1CCCO1 (stereo not drawn),1,-5,-38,-2,12,-2,2,-6
O=C(COc1cccc(C(F)(F)F)c1)NCC(c1cccs1)N1CCOCC1 (stereo not drawn),-5,5,1,-6,-1,-1,1,3
CCN(Cc1ccccc1)S(=O)(=O)c1ccc2c(c1)NC(=O)CC(=O)N2,-8,-4,14,-6,-11,3,1,-5
COc1ccc(N2C(=O)CC(NCc3ccc(F)cc3)C2=O)cc1 (stereo not drawn),-2,4,11,-2,-3,-17,2,3
COc1ccccc1NC(=O)CCC(=O)Nc1ccccc1OC,5,0,17,-4,-1,-3,1,-7
Cc1ccc(NC(=O)CCNS(=O)(=O)c2cccs2)cc1F,19,-4,-8,14,-1,-1,5,4

The closing three entries of the section before come first, to join the parts:
SMILES,SENP6 inh,SENP7 inh,SENP8 block-1,PfG6PD inh,HKDC1 inh,Apaf-1 inh,SENP1 inh,SENP8 block-2
COc1ccc(N2C(=O)CC(NCc3ccc(F)cc3)C2=O)cc1 (stereo not drawn),-2,4,11,-2,-3,-17,2,3
COc1ccccc1NC(=O)CCC(=O)Nc1ccccc1OC,5,0,17,-4,-1,-3,1,-7
Cc1ccc(NC(=O)CCNS(=O)(=O)c2cccs2)cc1F,19,-4,-8,14,-1,-1,5,4
Nc1ccc(C(=O)N2N=C(c3ccccc3)CC2(O)C(F)(F)F)cc1 (stereo not drawn),7,-4,-130,11,0,1,5,0
Cc1ccc(C)c(OCCSc2nnc(C)c(=O)[nH]2)c1,-1,4,-2,-13,-14,3,2,1
COc1cccc2cc(C(C)N(CCCN3CCOCC3)C(=S)Nc3ccc(C)cc3)oc12 (stereo not drawn),-17,5,8,5,2,-5,0,-3
Cc1ccccc1Nc1nc(N)nc(CSc2nc3ccccc3c(=O)n2C)n1,-31,4,-5,19,-1,3,0,-3
Cc1cc(C(=O)COc2ccccc2[N+](=O)[O-])c(C)n1-c1cccc(S(=O)(=O)N2CCOCC2)c1,3,1,2,-5,-8,13,0,-4
CCOC(Cn1cc([N+](=O)[O-])c(=O)[nH]c1=O)OCC,.,.,32,-8,-7,.,2,.
CCCOC(=O)Nc1ccc(N2CCCCC2)cc1,3,-11,11,18,-8,3,2,-18
Cc1nn(CCCC(=O)NCc2ccc(F)cc2)c(C)c1[N+](=O)[O-],-7,3,11,11,-17,-3,2,-1
Cc1cc(C)cc(NC(=O)CNC(c2ccccc2)c2ccccc2)c1,14,-2,7,2,3,20,0,-10

High-throughput results (PubChem BioAssay)
